High-throughput results from PubChem BioAssay.
ABHD4 inh: inhibitors of mouse ABHD4; Q8VD66; inhibition, % at 8.92 µM; actives 0.54% (n = 370,000); purified mABHD4, FP-Rh probe fluorescence polarization; AID 720543;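 active = inhibition exceeding the mean over every tested compound plus 3 SD, cut at about 30% in these data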;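 also: 0% = plate median of compound wells and 100% = S159A mutant with DMSO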
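Assay system: wild-type mouse ABHD4 protein; compound: single nominal dose of 8.92 µM, 0.89% DMSO final; schedule: 45 min + 60 min at 25 °C; measured by: FP readout, ex 525 nm / em 598 nm; evaluation: % inhibition of FP-Rh probe binding versus controls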
PG9 Ab binder: PG9 antibody binding by small molecule | TR-FRET gp120-PG9 antibody binding | inhibition, % at 6.7 µM | actives 0.43% (n = 360,000); in the data active = inhibition above about 8.5%
UHRF1 MBD2 ctr: human UHRF1 methylated DNA binding inhibitors; inhibition, % at 4.4 µM; Q96T88; actives 0.75% (n = 370,000); UHRF1 binding to methylated oligo, TR-FRET; AID 687016; in the data active = inhibition above about 21%;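 also: UHRF1 SRA domain binding a hemimethylated CpG hairpin DNA probe; 0% = median of test compound wells and 100% = reference inhibitor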
TCR-CD3 inh: human TCR-CD3 binding inhibition. TAMRA-labeled TCR probe fluorescence, biochemical. inhibition, % at 9.4 µM. actives 0.37% (n = 360,000). AID 651800; in the data active = inhibition above about 19%;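 also: recombinant mutant TCR 2C K166C tagged with TAMRA read by polarization; 0% = receptor in buffer alone and 100% = receptor with positive control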
DDE Tn7 FP inh: inhibitors of Tn7 peptide binding to human fibrin DD(E). AID 720508. P02675. inhibition, % at 8.3 µM. actives 0.13% (n = 370,000). FP displacement of FITC-Tn7 peptide from fibrin DD(E); 0% = median of compound wells per plate;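 active = inhibition above the mean of compounds falling within the control limits plus 3 SD of them, cut at about 14% in these data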;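 also: 0% = plate median of compound wells and 100% = 10 µM Aha-Tn7 peptide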
Target sequence (P02675 whole entry, looked up): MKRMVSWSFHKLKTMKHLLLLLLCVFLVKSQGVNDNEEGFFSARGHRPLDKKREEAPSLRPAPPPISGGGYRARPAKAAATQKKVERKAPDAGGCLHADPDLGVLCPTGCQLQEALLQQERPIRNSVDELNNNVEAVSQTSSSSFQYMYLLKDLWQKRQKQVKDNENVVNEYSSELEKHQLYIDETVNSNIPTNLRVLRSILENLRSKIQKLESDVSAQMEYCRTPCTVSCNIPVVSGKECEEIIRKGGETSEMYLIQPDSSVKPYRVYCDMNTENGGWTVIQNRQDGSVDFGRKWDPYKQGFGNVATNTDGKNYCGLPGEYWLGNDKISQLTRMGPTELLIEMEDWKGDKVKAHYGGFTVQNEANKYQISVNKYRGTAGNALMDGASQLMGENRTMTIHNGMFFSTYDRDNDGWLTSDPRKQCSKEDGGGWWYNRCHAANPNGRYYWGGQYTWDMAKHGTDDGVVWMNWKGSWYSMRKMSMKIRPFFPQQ
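Test system – human fibrin DD(E) · Times – 10 min preincubation, 3 h with tracer, room temperature · Detection – fluorescence polarization of the labelled Tn7 tracer · Measure – percent inhibition normalized to high-control wells · Benchmarks – high control wells with 10 µM unlabelled Aha-Tn7 peptide (full inhibition) · Repeats – singlicate testing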
PRMT1 inh: inhibitors of human PRMT1 | recombinant PRMT1, activity-based probe fluorescence polarization | AID 652257 | inhibition, % at 2.79 µM | actives 1.3% (n = 370,000);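 active = inhibition above about 21% made by adding two undisclosed values, limit read from the data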
HTRA1 inhibitor: blocks human HTRA1 serine peptidase. recombinant HTRA1, FP-rhodamine activity-based probe, fluorescence polarization. inhibition, % at 5.96 µM. actives 0.5% (n = 340,000); in the data active = inhibition above about 36%;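 also: 0% = enzyme with DMSO and 100% = wells lacking enzyme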
SIAE primary: blocks human sialic acid acetylesterase | inhibition, % at 9.66 µM | SIAE FP-Rh probe binding, fluorescence polarization | Q9HAT2 | actives 0.69% (n = 370,000);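 active = inhibition above a cutoff: mean of compounds within the control limits plus 3 SD of those, cut at about 17% in these data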;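 also: 0% = plate median of compound wells and 100% = probe without SIAE protein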
LEDGF integ inh: blocks HIV-1 LEDGF/p75-dependent DNA integration; TR-FRET IN-LEDGF/p75 DNA integration, Eu/Cy5; inhibition, % at 3.7 µM; actives 0.64% (n = 370,000); AID 743269;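 active = inhibition above the screen-wide mean plus 3 SD, cut at about 13% in these data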;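 also: signal is the Cy5 over europium emission ratio at 671 and 618 nm; 0% = plate median of compound wells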
TDP2 absorb: blocks human TDP2 phosphodiesterase activity. AID 720702. actives 0.34% (n = 370,000). recombinant TDP2, T5PNP hydrolysis, p-nitrophenol absorbance 415 nm. inhibition, % at 12.8 µM;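 active = inhibition above the mean of all tested compounds plus 3 SD, set per campaign, cut at about 25% in these data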;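 also: 0% = DMSO with enzyme and 100% = buffer with substrate but no TDP2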
Target sequence (O95551 whole entry, looked up): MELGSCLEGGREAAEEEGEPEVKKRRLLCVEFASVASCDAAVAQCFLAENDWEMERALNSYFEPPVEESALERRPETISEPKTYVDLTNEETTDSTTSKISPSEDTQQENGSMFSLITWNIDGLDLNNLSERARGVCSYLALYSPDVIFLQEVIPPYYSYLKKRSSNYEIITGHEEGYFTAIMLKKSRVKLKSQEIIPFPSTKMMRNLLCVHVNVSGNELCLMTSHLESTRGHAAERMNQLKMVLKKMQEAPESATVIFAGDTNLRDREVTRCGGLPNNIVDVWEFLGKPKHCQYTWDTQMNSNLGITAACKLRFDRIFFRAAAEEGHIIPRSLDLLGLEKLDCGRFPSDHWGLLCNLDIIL
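System – recombinant human TDP2 · Quantity – TDP2 enzyme at 120 nM final · Doses – single concentration, 12.8 µM nominal, with 1% DMSO · Incubation – 2 h at 37 °C · Measured by – epi absorbance of p-nitrophenol freed from T5PNP by hydrolysis · Read-out – % inhibition relative to enzyme-containing and enzyme-free wells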
Numbers without * were called inactive; . = not tested or not shown.

SMILES	ABHD4 inh	PG9 Ab binder	UHRF1 MBD2 ctr	TCR-CD3 inh	DDE Tn7 FP inh	PRMT1 inh	HTRA1 inhibitor	SIAE primary	LEDGF integ inh	TDP2 absorb
CC(C)(C)c1csc(NC(=O)CCS(=O)(=O)c2ccc(F)cc2)n1	6.9	-1.8	-1.2	1.4	-3.8	0.6	-1.8	-3.2	-0.4	-15.4
CCc1nnc(NC(=O)CSc2nnc(CNC(=O)c3cc(OC)c(OC)c(OC)c3)o2)s1	6.9	-1.3	-3.7	5.0	-3.7	1.0	5.3	3.1	-1.2	6.0
COc1cc(NC(=O)CSc2ncnc3sc4c(c23)CCC(C)C4)c(C(=O)O)cc1OC (centres undefined)	8.2	-0.5	-1.3	4.8	-5.6	2.6	3.6	-3.4	0.5	9.1
CCC1(C)Cc2nc3[nH]c(=S)n(-c4ccccc4C)c(=O)c3cc2CO1 (centres undefined)	-7.1	-1.2	-2.9	1.6	-2.4	-7.4	-6.0	1.3	4.1	-0.3
Cc1ccc(S(=O)(=O)N/N=C2/CC(c3ccccc3)Oc3ccccc32)cc1[N+](=O)[O-] (centres undefined)	-2.5	-1.4	8.6	-4.8	-5.0	10.3	-9.4	2.7	2.0	-14.2
COc1ccc2c(c1OC)C(=O)N1C2SC[C@H]1C(=O)NC1CCCCC1 (some centres undefined)	-8.2	-0.3	-2.5	-5.1	3.4	7.1	4.9	-18.7	0.6	4.2
O=C(CCn1nc(-c2ccc(Cl)cc2)c2ccccc2c1=O)NCC1CCCO1 (centres undefined)	-8.9	1.3	1.9	3.0	4.4	1.0	-10.4	1.3	-0.3	-7.3
O=C(Nc1c(-c2ccc3c(c2)OCO3)[nH][nH]c1=O)c1ccc2c(c1)OCO2	1.8	-1.9	9.7	5.3	6.8	5.7	.	5.9	8.4	47.7*
C/C(=N/NC(=O)c1cc(C)[nH]n1)c1ccco1	8.4	-1.2	-3.7	-0.1	-0.3	-4.8	3.8	6.2	-2.4	0.0
O=c1cc(CNc2ccc(Br)cc2)nc2sccn12	4.6	-0.6	0.1	-2.4	-1.7	-1.4	-2.8	3.1	-1.3	-0.1
COc1ccc(C)cc1NC(=O)CCCN1C(=O)NC(C)(C)C1=O	5.8	2.7	-0.3	0.1	0.3	3.1	7.4	-5.6	-2.2	13.9
CC(C)Nc1nc(Nc2ccc(C#N)cc2)c2sccc2n1	16.0	-0.2	-1.9	1.5	-5.9	0.4	.	6.6	-4.4	2.4
Nc1[nH]c(C(=O)c2ccccc2)c(-c2ccc(Cl)cc2)c1C(=O)c1c[nH]c2cc(F)ccc12	-5.2	-1.2	-2.3	-6.7	1.8	2.2	.	-6.2	-3.1	-1.5
CCOCCCN(CCC#N)C(=O)C1CCN(S(=O)(=O)c2ccc(-n3cnnn3)cc2)CC1	6.8	1.1	-2.3	1.6	7.2	-1.3	-4.2	-1.7	-2.0	-2.3
Cc1cccc(N(CC(=O)NC2CCCCC2)C(=O)c2csnn2)c1	1.1	-0.3	-0.4	-3.5	-6.6	-3.8	-1.9	-3.5	0.6	-11.7
O=C(Nc1sc(-c2ccccc2)cc1C(=O)O)c1ccccc1	35.8*	-0.3	-1.6	0.8	-1.8	-1.2	-15.5	-79.8	0.7	8.6
COC(=O)c1ccc2nc(-c3ccc(Cl)cc3)c(Cc3cccc(Cl)c3)n2c1	-18.5	-1.6	3.8	2.3	-1.0	-4.3	.	-10.7	2.5	9.4
COC(=O)CCC(=O)Nc1nccs1	6.4	1.5	1.9	-1.2	-6.0	4.6	4.1	2.8	-4.5	5.8
Cc1c(NC(=O)c2cccs2)cccc1NC(=O)c1cccs1	-1.2	-0.9	3.8	-8.0	5.0	1.3	-8.3	-6.5	-4.7	-6.2
COc1ccccc1-n1c(SCC(=O)Nc2nnc(C)s2)nc2c(c1=O)SCC2	0.6	-2.5	0.5	4.2	-5.1	2.6	6.6	3.0	0.0	-3.4
Fc1ccc(C2c3cccn3CCN2C(=S)Nc2cccc(F)c2)cc1 (centres undefined)	-11.0	0.3	4.4	-0.8	5.5	2.2	-11.0	0.3	-2.7	-8.2
CNC(=O)Oc1ccc2c(c1)[C@]1(C)CCN(C)C1N2C (some centres undefined)	-3.8	1.7	-2.5	-10.3	4.0	-7.2	-2.7	0.0	1.4	2.7
COc1ccc(OC)c(CN2CCN(C(=O)c3ccc(S(=O)(=O)Nc4ccccc4F)cc3)CC2)c1	-16.7	-0.5	3.5	-0.8	-3.9	4.0	0.3	-3.0	-6.3	-15.5
CCOc1ccc(OCC)c2sc(C)nc12	0.3	1.8	2.4	-4.0	1.5	-3.5	-3.8	3.1	0.8	4.2
CCOC(=O)Cn1nc(C)c(NC(=O)c2ccc(Br)o2)c1C	0.1	-0.9	-1.3	4.6	4.0	3.4	-1.5	-6.9	2.0	6.7
Cc1cccnc1NC(=O)C1CCCN1S(=O)(=O)c1ccc(Cl)cc1 (centres undefined)	-9.4	0.1	1.0	10.5	4.0	-1.7	-7.9	5.9	2.4	11.0
CCCC(C)C(=O)NC1CCCCN(Cc2ccccc2C)C1=O (centres undefined)	3.6	.	-0.3	.	5.9	-3.0	.	3.4	-0.9	6.4
CCO[C@H]1OC(C(=O)NC2CC2)=C[C@@H](c2ccc(Br)cc2)[C@@H]1CCCO	-1.5	0.1	1.3	-8.3	6.0	-0.9	2.3	3.0	0.9	11.2
CCOC(=O)/C=C/c1cc(F)ccc1O	-0.9	1.8	-1.5	-2.2	10.1	0.0	.	3.0	-1.8	-0.3
CCN(CC)S(=O)(=O)c1ccc(OC(C)C)nc1	-0.2	0.0	2.5	-2.1	5.8	-0.6	0.7	-2.8	-2.8	6.7
COC(=O)c1cc2occc2n1CC(=O)N(C)C1CCCCC1	3.2	-1.7	-2.6	-5.3	0.4	6.6	4.8	2.1	-4.5	-6.7
COc1ccc(CNS(=O)(=O)/C=C/c2cc(C)ccc2CNC(=O)OC(C)(C)C)cc1	-1.1	.	-1.6	.	-4.9	-6.9	.	5.1	4.2	10.1
COC(=O)Nc1cc(C)nc2ccccc12	-2.6	1.4	2.7	-8.8	2.8	-0.1	1.5	-1.2	0.3	-2.0
Cc1cc(C)nc(SCC(=O)Nc2ccc(N3CCOCC3)cc2)n1	1.3	1.1	-1.0	8.2	-2.9	-1.8	9.1	-1.3	-2.0	0.6
CNc1snc(C)c1C(=O)OC(C)C(=O)Nc1cccc(C)c1 (centres undefined)	-5.2	-2.9	0.9	-0.7	-6.8	-1.6	-12.8	1.9	0.3	-2.5
COc1ccc(-c2cn[nH]c2-c2ccc(OCC(=O)NN)cc2O)cc1OC	-3.2	-2.9	-0.2	-3.7	5.3	-3.0	-6.5	4.3	3.1	-9.5
O=C(NC(=S)Nc1nc(-c2cccc3ccccc23)cs1)c1cc2ccccc2o1	-2.4	-2.0	0.6	3.1	-2.2	-0.1	-2.5	-1.7	3.3	-2.0
COc1ccccc1OCCn1nnc2ccccc21	-3.4	-1.9	0.8	-3.5	-6.6	-0.6	6.3	-4.7	-0.6	-2.7
CN(C)CCCNC(=O)N1c2ccccc2Sc2ccccc21	1.6	-0.9	-2.2	6.0	-6.5	3.0	3.0	3.2	-3.1	1.9
CCNS(=O)(=O)c1ccc(NC(=O)Nc2ccc3c(c2)OCO3)cc1	-2.2	-1.4	-3.8	4.6	-2.4	-4.1	2.3	9.6	-2.6	-20.8

Structures shown so far containing an NH in an aromatic ring, in the order listed:
SMILES	ABHD4 inh	PG9 Ab binder	UHRF1 MBD2 ctr	TCR-CD3 inh	DDE Tn7 FP inh	PRMT1 inh	HTRA1 inhibitor	SIAE primary	LEDGF integ inh	TDP2 absorb
CCC1(C)Cc2nc3[nH]c(=S)n(-c4ccccc4C)c(=O)c3cc2CO1 (centres undefined)	-7.1	-1.2	-2.9	1.6	-2.4	-7.4	-6.0	1.3	4.1	-0.3
O=C(Nc1c(-c2ccc3c(c2)OCO3)[nH][nH]c1=O)c1ccc2c(c1)OCO2	1.8	-1.9	9.7	5.3	6.8	5.7	.	5.9	8.4	47.7*
C/C(=N/NC(=O)c1cc(C)[nH]n1)c1ccco1	8.4	-1.2	-3.7	-0.1	-0.3	-4.8	3.8	6.2	-2.4	0.0
Nc1[nH]c(C(=O)c2ccccc2)c(-c2ccc(Cl)cc2)c1C(=O)c1c[nH]c2cc(F)ccc12	-5.2	-1.2	-2.3	-6.7	1.8	2.2	.	-6.2	-3.1	-1.5
COc1ccc(-c2cn[nH]c2-c2ccc(OCC(=O)NN)cc2O)cc1OC	-3.2	-2.9	-0.2	-3.7	5.3	-3.0	-6.5	4.3	3.1	-9.5

The listing continues.
SMILES	ABHD4 inh	PG9 Ab binder	UHRF1 MBD2 ctr	TCR-CD3 inh	DDE Tn7 FP inh	PRMT1 inh	HTRA1 inhibitor	SIAE primary	LEDGF integ inh	TDP2 absorb
COc1cccc(CNC(=O)CCNC(=O)C2CCN(S(=O)(=O)c3ccccc3)CC2)c1	-5.5	-0.5	-1.5	8.0	-3.4	-1.6	9.2	-0.8	2.4	17.1
CC(C)(O)C#Cc1ccc(CN2CCC(CO)(CCc3ccccc3)CC2)cc1	-11.5	-2.1	1.9	4.5	-0.1	-0.7	-3.4	-1.1	4.0	7.2
CC(C)CN(C(=O)COC(=O)COc1ccc2c(c1)CCC2)c1c(N)n(Cc2ccccc2)c(=O)[nH]c1=O	3.4	0.9	0.8	-2.0	-11.2	-0.3	-8.1	-3.5	-0.7	-2.3
CNCCC=C1c2ccccc2C=Cc2ccccc21	-1.5	-0.7	-2.3	3.2	-4.8	-1.9	6.0	-5.7	0.7	-1.4
CC(=O)N(C)c1ccc(NC(=O)/C=C/c2ccccc2Cl)cc1	0.2	0.6	1.5	2.8	1.5	-0.9	-4.7	-3.4	5.2	-4.3
Cc1cccc(NC(=O)CSc2nc3ccccc3c(=O)n2CC2CCCO2)c1 (centres undefined)	-3.0	-1.0	1.1	10.2	-7.1	-0.9	-5.3	-2.8	-0.8	3.2
CC1(CCBr)C(=O)N(c2ccccc2)c2ccccc21 (centres undefined)	-1.3	-0.2	-2.1	7.5	2.2	-1.9	12.1	7.3	-0.2	8.4
COc1cc(C(=O)OCC(=O)N2c3ccccc3NC(=O)C2(C)C)ccc1OCC(C)C	-10.7	-2.1	-1.7	0.5	-5.9	-6.8	-10.8	-3.9	2.1	2.9
